ABCB1 inh = inhibitors of human ABCB1 transporter, ABCG2 counter-screen. P08183. inhibition, % at 6.6 µM. CCRF-Adr cells, JC-1 efflux, flow cytometry. actives 0.067% (n = 190,000). AID 1326; in the data active = inhibition above about 40%;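 also: 0% = vehicle and 100% = reference inhibitor; higher value means more JC-1 retained so stronger ABCB1 efflux block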
Bim-Bcl-B = inhibitors of Bim-Bcl-B interaction, human; inhibition, % at 10 µM; actives 0.073% (n = 190,000); Q9HD36; bead-based flow cytometry, Bim peptide-Bcl-B binding;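 also: 0% = tracer peptide without compound and 100% = reference inhibitor peptide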
Bim-Bcl-W = human Bim-Bcl-W interaction inhibition | Q92843 | bead-based flow cytometry, Bim peptide-Bcl-W binding | inhibition, % at 10 µM | actives 0.02% (n = 190,000) | AID 952;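 also: 0% = bound tracer without compound and 100% = peptide blocker; higher means less fluorescent Bim peptide bound to Bcl-W beads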
Target sequence (Q92843 whole entry, looked up): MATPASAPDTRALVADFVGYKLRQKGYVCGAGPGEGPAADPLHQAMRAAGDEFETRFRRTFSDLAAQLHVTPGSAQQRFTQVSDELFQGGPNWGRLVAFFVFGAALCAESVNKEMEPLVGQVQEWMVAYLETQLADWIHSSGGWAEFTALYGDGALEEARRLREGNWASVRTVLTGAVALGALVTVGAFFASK
RGS8-Gao = human RGS8-Galphao interaction regulation; response (percent of control binding), % at 10 µM; P09471; actives 0.34% (n = 220,000); multiplexed bead flow cytometry, RGS8-Galphao binding; actives lie on both sides; in the data active = response below about 60% or above about 140%; inactive = in between;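 also: Galphao activated as the GDP aluminium fluoride complex binding bead-coupled RGS8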
Target sequence (P09471 whole entry, looked up): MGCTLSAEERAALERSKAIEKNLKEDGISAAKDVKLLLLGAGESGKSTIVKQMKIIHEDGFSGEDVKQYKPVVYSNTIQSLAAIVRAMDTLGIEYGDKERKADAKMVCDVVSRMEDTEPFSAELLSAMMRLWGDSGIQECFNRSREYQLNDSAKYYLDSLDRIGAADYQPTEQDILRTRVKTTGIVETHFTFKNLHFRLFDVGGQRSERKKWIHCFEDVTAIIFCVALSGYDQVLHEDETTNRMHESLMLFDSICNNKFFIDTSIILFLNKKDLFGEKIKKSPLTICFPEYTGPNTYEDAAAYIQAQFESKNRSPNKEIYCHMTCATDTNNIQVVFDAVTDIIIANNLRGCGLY
Bim-Bcl-2 = inhibitors of Bim-Bcl-2 interaction, human | actives 0.06% (n = 190,000) | P10415 | inhibition, % at 10 µM | AID 950 | Bead-based flow cytometry, Bim peptide-Bcl-2 binding; in the data active = inhibition above about 40%; inconclusive = no clear call, values can overlap the other calls;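 also: 0% = no compound wells with probe peptide and 100% = reference peptide inhibitor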
Target sequence (P10415 whole entry, looked up): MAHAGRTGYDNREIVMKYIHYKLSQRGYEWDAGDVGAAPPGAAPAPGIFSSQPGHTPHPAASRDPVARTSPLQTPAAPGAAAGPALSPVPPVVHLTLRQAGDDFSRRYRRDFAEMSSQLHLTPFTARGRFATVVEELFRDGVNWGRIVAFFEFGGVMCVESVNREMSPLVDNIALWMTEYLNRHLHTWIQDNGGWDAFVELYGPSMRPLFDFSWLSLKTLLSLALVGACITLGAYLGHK
Bcl-XL Bim block = disrupts Bim peptide binding to human Bcl-XL. Q07817. bead flow cytometry, fluorescence. inhibition, % at 10 µM. actives 0.04% (n = 190,000). AID 1007
Target sequence (Q07817 whole entry, looked up): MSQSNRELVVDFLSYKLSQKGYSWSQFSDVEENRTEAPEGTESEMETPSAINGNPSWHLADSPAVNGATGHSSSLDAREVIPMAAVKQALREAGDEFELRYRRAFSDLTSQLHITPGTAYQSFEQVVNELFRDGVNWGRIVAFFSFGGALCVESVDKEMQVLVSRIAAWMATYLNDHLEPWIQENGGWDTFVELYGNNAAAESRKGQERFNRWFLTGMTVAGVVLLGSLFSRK
Bim-Bfl-1 = disrupts Bim binding to human Bfl-1; Q16548; Bead-based flow cytometry, Bim-Bfl-1 binding inhibition; actives 0.12% (n = 190,000); inhibition, % at 10 µM;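 also: 0% = wells without compound plus tracer and 100% = blocker peptide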
RGS4-Gao reg = human RGS4-Galphao interaction regulation; actives 0.33% (n = 220,000); Multiplexed bead flow cytometry, RGS4-Galphao binding; actives lie on both sides; P09471; binding response (% of control), % at 10 µM; in the data active = binding response below about 49% or above about 150%; inactive = in between;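 also: fluorescent Galphao activated with aluminum fluoride binding bead-coupled RGS4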
GSH bead fluor = compound fluoresces at 488/530 nm on GSH beads. GSH beads flow cytometry, compound fluorescence 488/530 nm; active compounds read high. fluorescence (KMESF) at 10 µM. actives 0.25% (n = 190,000). AID 1776; in the data active = fluorescence above about 89;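 also: glutathione beads carrying GST-tagged Bcl family fusion proteins plus one bare bead set; values are compound well signal with DMSO vehicle wells as background; inactives centre near 16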
ABCG2 block = inhibitors of human ABCG2 transporter, ABCB1 counter-screen. IgMXP3 cells, JC-1 efflux, flow cytometry. actives 0.1% (n = 190,000). Q9UNQ0. inhibition, % at 6.6 µM. AID 1325;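 active = inhibition above 80%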;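 also: 0% = DMSO and 100% = nicardipine control wells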
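Test system: ABCG2 IgMXP3 and barcoded ABCB1 CCRF-Adr cell mix; Schedule: cells with compound and JC-1, 10 min at 25 °C, rotating, no wash; Technique: flow cytometry of retained JC-1 fluorescence; Measure: % inhibition of efflux relative to nicardipine and DMSO; Controls: nicardipine high and DMSO low controls.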
RGS7-Gao = modulates binding of RGS7 to human Galphao | P09471 | Multiplexed bead flow cytometry; actives lie on both sides | binding response (% of control), % at 10 µM | actives 0.35% (n = 220,000); in the data active = binding response below about 49% or above about 150%; inconclusive = no clear call, values can overlap the other calls; inactive = in between;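 also: fluorescent Galphao held in activated GDP-AlF4 state binding bead-coupled RGS7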
* = called active by the depositor; ? = inconclusive. Rule as the data show it, unless noted: active = inhibition above about 40%. Rows were taken by chance, and some 1.1% of all compounds hit somewhere here.

SMILES | ABCB1 inh | Bim-Bcl-B | Bim-Bcl-W | RGS8-Gao | Bim-Bcl-2 | Bcl-XL Bim block | Bim-Bfl-1 | RGS4-Gao reg | GSH bead fluor | ABCG2 block | RGS7-Gao
COc1ccc2c(c1)SCCC2=O | 0.4 | -4 | -2 | 104 | -6 | -8 | -9 | 101 | 16 | 1 | 98
Clc1ccc(Cc2nnc(-c3ccccc3Br)o2)cc1 | -0.1 | -3 | -5 | 106 | -3 | -6 | -3 | 96 | 13 | 2 | 105
CC1CN(c2cc(=O)n(-c3ccccc3)c(=O)[nH]2)CC(C)O1 (stereo not given) | 0.5 | -3 | 0 | 96 | 0 | -2 | -9 | 96 | 20 | 5 | 95
O=C(Nc1nnc(C2=COCCO2)o1)c1ccc(S(=O)(=O)N2CCOCC2)cc1 | -0.1 | -4 | -3 | 102 | 1 | -5 | -2 | 100 | 19 | 1 | 101
Cc1ccc(-n2c(COc3cccc(C)c3)n[nH]c2=S)cc1 | -0.7 | -15 | 0 | 103 | -2 | -3 | 1 | 100 | 10 | -2 | 104
O=C(/C=C/c1c(F)cccc1Cl)Nc1nn[nH]n1 | -0.1 | -5 | -4 | 102 | -1 | -5 | -4 | 103 | 19 | 0 | 100
COc1ccc(C)cc1NS(=O)(=O)c1cc(C)ccc1C | 0.2 | 1 | 0 | 101 | 0 | 3 | -1 | 104 | 11 | 0 | 99
Cc1ccc(N2CC(C(=O)Nc3ccc(S(=O)(=O)Nc4nccc(C)n4)cc3)CC2=O)cc1 (stereo not given) | -0.1 | -2 | 0 | 103 | 0 | -8 | -7 | 101 | 24 | 0 | 94
Cc1ccc(Cn2cc(SCC(N)=O)c3ccccc32)cc1 | 0.9 | -3 | -4 | 100 | -4 | -4 | -9 | 101 | 11 | 1 | 100
NC(=S)NNC(=S)Nc1ccccc1 | 0.8 | -21 | -3 | 99 | -3 | -7 | -2 | 99 | 20 | 1 | 97
O=C(c1ccc(Cl)cc1)c1c[nH]c(C(=O)NNc2ccccc2)c1 | -0.4 | -3 | 2 | 100 | -2 | -2 | -3 | 101 | 10 | 5 | 111
N/C(=N\OC(=O)Cc1cccs1)c1ccccc1 | 0.4 | -1 | 2 | 97 | 4 | 1 | 6 | 100 | 23 | 1 | 95
COc1ccccc1CNC(=O)CCn1c(=O)[nH]c2ccsc2c1=O | -0.4 | -2 | 0 | 101 | 2 | -3 | 2 | 98 | 22 | 1 | 101
Cc1cccc(OCC(=O)Nc2ccc(N3CCN(S(C)(=O)=O)CC3)cc2)c1C | -0.3 | -4 | 0 | 104 | -4 | -5 | -9 | 99 | 10 | 0 | 100
Cc1cc(C)n(C(=O)c2ccc(C)c(S(=O)(=O)N3CCOCC3)c2)n1 | 0.8 | -12 | -1 | 100 | -7 | -15 | -8 | 99 | 14 | 2 | 101
COc1ccc(S(=O)(=O)N2CCC(C(=O)NCc3ccccn3)CC2)cc1Cl | 0.5 | -12 | -3 | 102 | -14 | 0 | -16 | 97 | 25 | 1 | 94
CC(C(=O)NCCCN1CCOCC1)n1cccc1C(=O)c1ccccc1 (stereo not given) | 0.1 | -8 | -1 | 103 | -5 | -4 | -14 | 103 | 20 | 7 | 102
CN(C)C(=O)N1CCC(C(=O)NCc2ccccc2)CC1 | 1.0 | -10 | 0 | 99 | -8 | -2 | -14 | 103 | 31 | 4 | 101
COc1ccccc1Cc1noc(C(C)(C)NC(=O)c2ccccc2)n1 | 0.4 | -6 | 0 | 99 | -8 | 5 | -13 | 101 | 51 | 1 | 99
O=C(COc1ccccc1)N1CCN(C(=O)c2ccc([N+](=O)[O-])cc2)CC1 | 0.1 | -2 | 0 | 98 | -1 | -3 | -3 | 99 | 14 | 20 | 102
CC(c1ccc(F)cc1)n1c(-c2ccc3ccccc3n2)n[nH]c1=S (stereo not given) | -0.7 | -5 | 0 | 96 | 0 | -1 | -1 | 101 | 18 | -1 | 103
Cc1ccc(C)c(NC(=O)C2CCCN2C(=O)OC(C)(C)C)c1 (stereo not given) | 0.6 | -5 | -1 | 100 | 2 | -5 | 0 | 98 | 30 | 6 | 98
Clc1ccc(OCCCCN2CCc3ccccc3C2)cc1 | 0.4 | -6 | -3 | 99 | -2 | -3 | -6 | 99 | 14 | 2 | ?
O=[N+]([O-])c1c(C(Cl)Cl)nn(-c2ccc(Cl)cc2)c1N1CCCCC1 | -1.2 | -1 | 1 | 101 | 1 | -5 | 0 | 101 | 26 | -3 | 105
CC(C)c1nc2sc3c(c2c(=O)n1N)CC(C)(C)OC3 | 0.5 | -7 | -1 | 101 | -3 | -3 | -5 | 96 | 23 | 5 | 95
c1cc(-c2nnc3n2CCC3)[nH]n1 | -0.1 | -5 | -5 | 110 | -3 | -17 | -6 | 116 | 37 | 3 | 111
COCC(=O)NCCc1nc2ccccc2[nH]1 | 0.3 | 0 | 2 | 100 | -2 | 0 | -4 | 103 | 14 | 0 | 102
CSc1ccccc1C(=O)C1CCCN(S(=O)(=O)N(C)C)C1 (stereo not given) | 0.6 | 0 | 0 | 107 | 0 | 1 | -2 | 104 | 21 | 4 | 104
CC(C)c1ccccc1NC(=O)COC(=O)C1(C)CC1(Cl)Cl (stereo not given) | -0.2 | -2 | -1 | 103 | -5 | 2 | -1 | 102 | 11 | -2 | 101
CCC/C(=N\NC(=O)c1ccc(OC)c(OC)c1)c1ccccc1 | 1.2 | -5 | -2 | 100 | 0 | -2 | -8 | 104 | 23 | 2 | ?

Copied from the list:
Bim-Bcl-W, `O=C(c1ccc(Cl)cc1)c1c[nH]c(C(=O)NNc2ccccc2)c1` = 2
Bim-Bcl-W, `CN(C)C(=O)N1CCC(C(=O)NCc2ccccc2)CC1` = 0

Part of the list above in order of count of non-hydrogen atoms, rising:
SMILES | ABCB1 inh | Bim-Bcl-B | Bim-Bcl-W | RGS8-Gao | Bim-Bcl-2 | Bcl-XL Bim block | Bim-Bfl-1 | RGS4-Gao reg | GSH bead fluor | ABCG2 block | RGS7-Gao
c1cc(-c2nnc3n2CCC3)[nH]n1 | -0.1 | -5 | -5 | 110 | -3 | -17 | -6 | 116 | 37 | 3 | 111
Cc1ccc(C)c(NC(=O)C2CCCN2C(=O)OC(C)(C)C)c1 (stereo not given) | 0.6 | -5 | -1 | 100 | 2 | -5 | 0 | 98 | 30 | 6 | 98
O=[N+]([O-])c1c(C(Cl)Cl)nn(-c2ccc(Cl)cc2)c1N1CCCCC1 | -1.2 | -1 | 1 | 101 | 1 | -5 | 0 | 101 | 26 | -3 | 105
O=C(COc1ccccc1)N1CCN(C(=O)c2ccc([N+](=O)[O-])cc2)CC1 | 0.1 | -2 | 0 | 98 | -1 | -3 | -3 | 99 | 14 | 20 | 102
COc1ccc(S(=O)(=O)N2CCC(C(=O)NCc3ccccn3)CC2)cc1Cl | 0.5 | -12 | -3 | 102 | -14 | 0 | -16 | 97 | 25 | 1 | 94

Remaining list, next part:
SMILES | ABCB1 inh | Bim-Bcl-B | Bim-Bcl-W | RGS8-Gao | Bim-Bcl-2 | Bcl-XL Bim block | Bim-Bfl-1 | RGS4-Gao reg | GSH bead fluor | ABCG2 block | RGS7-Gao
CCOc1ccc(OCC)c(NC(=O)Nc2ccc3c(c2)N(C)C(=O)CS3)c1 | 2.8 | -5 | 2 | 106 | -8 | -3 | -8 | 105 | 27 | 2 | 103
CC(C)(C)C1CCc2onc(C(=O)NC3CCCC3)c2C1 (stereo not given) | 0.7 | -2 | -2 | 100 | -2 | -3 | -4 | 96 | 9 | 3 | 97
O=C(Nc1ccccn1)Nc1cccs1 | -0.1 | -7 | -2 | 97 | -10 | -5 | -12 | 93 | 42 | 2 | 88
CCC(=O)NC(c1cccs1)c1cc(Cl)c2cccnc2c1O (stereo not given) | -0.3 | -6 | 0 | 99 | 0 | -4 | 0 | 96 | 66 | 0 | 94
CC(C)(C)N1NC(=O)Nc2ccccc2C1=O | 0.4 | 0 | 0 | 99 | 0 | -2 | -1 | 113 | 12 | 1 | 104
COc1ccccc1/C=C1\SC(=S)N(CC(=O)Nc2nnc(C)s2)C1=O | -1.4 | 0 | -5 | 101 | -1 | -1 | 2 | 100 | 15 | -2 | ?
CC1(C)CC(=O)c2c(Cc3ccccc3)noc2C1 | 0.7 | 4 | -1 | 98 | 1 | 0 | 4 | 98 | 9 | 2 | ?
FC(F)(F)c1ccc(/C=N/NC(=S)NC2CCCCC2)cc1 | -0.1 | -1 | -2 | 102 | 0 | -3 | -8 | 103 | 7 | 1 | 100
CC(C)=NOc1nc(N(C)C)nc(N(C)C)n1 | 0.2 | -8 | -4 | 130 | -5 | -7 | -2 | 108 | 10 | 2 | 108
c1ccc(-c2cc(N3CCCCCC3)n[nH]2)cc1 | 1.4 | -8 | 0 | 99 | -8 | -5 | -12 | 98 | 33 | 5 | 96
Cc1ccc(-n2nc3c(Cl)nnc(C)c3c2C)cc1 | 0.3 | -3 | -4 | 93 | -1 | -6 | -1 | 99 | 17 | 10 | 95
S=C(Nc1cccnc1)Nc1ccccc1Br | 0.6 | -5 | -4 | 99 | 0 | -3 | -3 | 101 | 20 | 5 | ?
Cc1ccc(S(=O)(=O)Nc2nc3ccccc3nc2NCc2ccc3c(c2)OCO3)cc1C | -0.7 | -6 | -9 | 102 | -6 | -9 | -2 | 99 | 11 | -12 | 99
Cn1ccnc1C(O)c1ccco1 (stereo not given) | -0.1 | -7 | 0 | 100 | -5 | -1 | -9 | 99 | 38 | -1 | 96
Cc1ccc(OC(=O)CCC(=O)Nc2ccc(S(=O)(=O)Nc3cc(C)on3)cc2)cc1 | 0.3 | -1 | -8 | 99 | -2 | -3 | -2 | 92 | 70 | -1 | 95
Cc1nc2ccccn2c1-c1csc(NCc2ccco2)n1 | 0.9 | -11 | 1 | 98 | -10 | 1 | -4 | 100 | 33 | 5 | 97
COc1cccc(CN(CC2CCCO2)S(=O)(=O)c2ccc(-n3cnnn3)c(OC)c2)c1 (stereo not given) | 1.6 | 3 | 2 | 100 | 2 | 2 | -4 | 96 | 21 | 4 | 94
O=C(COC(=O)C1CC(=O)N(Cc2ccco2)C1)c1ccc(OC(=O)c2ccco2)cc1 (stereo not given) | -0.9 | -2 | -2 | 102 | -3 | -5 | -5 | 99 | 14 | -3 | 96

Results in Bim-Bcl-B (4 entries from above):
mol | Bim-Bcl-B
O=C(Nc1ccccn1)Nc1cccs1 | -7
Cc1ccc(-n2nc3c(Cl)nnc(C)c3c2C)cc1 | -3
COc1cccc(CN(CC2CCCO2)S(=O)(=O)c2ccc(-n3cnnn3)c(OC)c2)c1 (stereo not given) | 3
CCOc1ccc(OCC)c(NC(=O)Nc2ccc3c(c2)N(C)C(=O)CS3)c1 | -5
